# HSF1 inhib = HSF1 inhibition; 300,000 tested, 0.77% active; AID 2098; NIH3T3-HGL HSE-luciferase, MG132-induced, luminescence 8 h; stronger effect = lower value; activity change, negative = inhibition, % at 7.5 µM (by protocol);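 active = more than half of replicate wells show activity change below -50%, luminescence cut by over half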;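 note: luciferase reports HSF-1 transcriptional activity via heat shock element; 0% = median of DMSO wells and -100% = zero luminescence signal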
# HSF-1 act = increases HSF-1 driven luciferase reporter signal; NIH3T3-HGL HSF-1 luciferase reporter, MG132, 8 h; 100% = twice DMSO control signal; activation, % at 9 µM; 300,000 tested, 1.7% active;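 active = mean replicate activation of at least 50% with a set share of replicates each reaching 50%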;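 note: 0% = median of the neutral control wells and 100% = twice that signal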
# GSK3beta inhib = inhibitors of human GSK3beta kinase; P49841; GST-GSK3beta kinase, ADP-Glo luminescence, 60 min; stronger effect = lower value; activity score (negative = inhibition), % at 10 µM; 300,000 tested, 0.038% active; AID 2097;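 active = more than half of replicate wells score below -50%, meaning over 50% inhibition versus plate controls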;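 note: 0% = median DMSO wells and -100% = median GW8510 positive control wells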
# Target sequence (P49841 whole entry, looked up): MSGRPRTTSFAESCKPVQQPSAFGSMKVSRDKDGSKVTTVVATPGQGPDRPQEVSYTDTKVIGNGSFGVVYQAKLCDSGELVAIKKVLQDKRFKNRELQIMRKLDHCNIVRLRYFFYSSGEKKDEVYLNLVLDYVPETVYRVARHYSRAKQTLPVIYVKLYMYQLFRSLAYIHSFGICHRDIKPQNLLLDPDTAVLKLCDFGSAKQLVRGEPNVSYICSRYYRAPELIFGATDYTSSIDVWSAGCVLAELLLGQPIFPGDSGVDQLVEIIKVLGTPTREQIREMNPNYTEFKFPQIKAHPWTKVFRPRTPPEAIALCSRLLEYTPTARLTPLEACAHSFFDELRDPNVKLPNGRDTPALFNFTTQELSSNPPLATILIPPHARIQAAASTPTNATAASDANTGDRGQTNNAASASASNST
#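 Test system: GST-fused GSK3beta enzyme, cell-free | Quantity: 1.6 ng GST-GSK3beta enzyme per well | Reagent: 25 µM ATP with peptide substrate | Schedule: 60 min enzyme reaction, room temperature | Signal: Luminescent ADP-Glo measurement of ADP formed | Read-out basis: Score relative to plate controls | Control set: DMSO and 20 µM GW8510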
# PolyA inh = inhibitors of polyadenylation in S. cerevisiae | calls only at 12 µM | S. cerevisiae SKY197-pL101 polyadenylation reporter, beta-gal luminescence; efflux-impaired pdr1/pdr3 knockout yeast; score 100 = 6 SD above DMSO | 300,000 tested, 0.02% active;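 active = lowest replicate activity score at least 50, where 100 means six control SD above control mean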;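 note: yeast exposed to compound for 9 h at 30 °C; higher score means more reporter readthrough which indicates perturbed polyadenylation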
# KLF5 inh = inhibitors of KLF5 expression; DLD-1 KLF5 promoter-luciferase reporter, luminescence; 290,000 tested, 0.23% active; inhibition, % at 5 µM;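 active = inhibition above a per-plate limit of that plate's mean compound inhibition plus 3 SD, cut at about 60% in these data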;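 note: 0% = DMSO wells and 100% = LY294002 at 200 µM; higher means less KLF5 promoter-driven luciferase light; inactives centre near -14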
# IEC-6 cytotox = kills IEC-6 intestinal cells in KLF5 counter-screen; IEC-6 cytotoxicity, luminescence viability; AID 1825; inhibition, % at 5 µM; 290,000 tested, 0.78% active; in the data active = inhibition above about 22%;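 note: 0% = plate median of test compound wells and 100% = cytotoxic reference compound wells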
# GSK3 alpha inh = inhibitors of human GSK-3 alpha kinase. inhibition, % at 10 µM. AID 2650. ADP-Glo luminescence, 60 min. 320,000 tested, 0.1% active. P49840;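 in the data active = inhibition above about 50%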;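 note: GST-tagged GSK-3 alpha with peptide substrate and 25 µM ATP; 0% = DMSO neutral wells and 100% = GW8510 positive control wells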
# Target sequence (P49840 whole entry, looked up): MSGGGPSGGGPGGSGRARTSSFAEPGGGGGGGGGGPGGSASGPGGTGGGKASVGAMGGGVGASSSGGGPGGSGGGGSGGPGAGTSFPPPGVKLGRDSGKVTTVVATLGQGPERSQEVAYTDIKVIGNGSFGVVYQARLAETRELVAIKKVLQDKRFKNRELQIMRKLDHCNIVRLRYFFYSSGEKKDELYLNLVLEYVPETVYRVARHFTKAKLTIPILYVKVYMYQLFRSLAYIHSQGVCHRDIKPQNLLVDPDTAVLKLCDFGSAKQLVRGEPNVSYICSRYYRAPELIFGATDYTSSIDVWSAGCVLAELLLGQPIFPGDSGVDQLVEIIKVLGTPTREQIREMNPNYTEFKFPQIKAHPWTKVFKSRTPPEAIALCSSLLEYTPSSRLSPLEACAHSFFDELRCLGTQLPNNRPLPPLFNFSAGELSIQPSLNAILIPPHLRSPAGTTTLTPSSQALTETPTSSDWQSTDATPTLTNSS
# AI-2 QS mod = modulators of Vibrio harveyi AI-2 quorum sensing system. activity change, % at 7.5 µM. 300,000 tested, 0.4% active. AID 2094. Vibrio harveyi JMH597 AI-2 luminescence/OD600 ratio, 9 h; stronger effect = lower value; strain lacks LuxN and CqsS sensors; 0 = neutral-control median; in the data active = activity change below about -75%, passing the limit was not always enough;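 note: luminescence divided by OD600 gain over 9 h not by final OD600 alone; inactives centre near 13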
# aSyn 5UTR inh = MLPCN primary screen, SNCA 5' untranslated region. alpha-synuclein 5'UTR reporter, inhibitor activity. inhibition, % (tested at 7.5 µM). 300,000 tested, 0.82% active. AID 1813; in the data active = inhibition above about 60%;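 note: H4 neuroglioblastoma cells stably carrying SNCA 5'UTR luciferase fusion; 0% = DMSO wells and 100% = positive control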
# HSP90 refold inh = HSP90 refolding inhibition in rabbit reticulocyte lysate | 290,000 tested, 0.91% active | luciferase refolding luminescence, 3 h | inhibition, % at 5.6 µM;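 active = inhibition above the screen-wide mean plus 3 SD, computed separately per campaign, cut at about 16% in these data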;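 note: 0% = DMSO wells and 100% = 60 µM geldanamycin wells; inhibitors lower the luminescence because luciferase stays unfolded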
# * = called active by the depositor; i = inactive; x = not tested or not shown. Some of the compounds tested; count on the stated rates, not on these rows.
mol	HSF1 inhib	HSF-1 act	GSK3beta inhib	PolyA inh	KLF5 inh	IEC-6 cytotox	GSK3 alpha inh	AI-2 QS mod	aSyn 5UTR inh	HSP90 refold inh
O=C(CN(CC1CCCO1)C(=O)CNS(=O)(=O)c1ccc(Cl)cc1)NCc1ccccc1 (centres undefined)	7	14	-2	i	-23	2	-1	30	7	0
NC(=O)c1ccc(NC(=O)c2ccc3c(c2)CCN3S(=O)(=O)c2ccccc2)cc1	4	1	4	i	-16	10	-1	18	4	-3
CC(NC(=O)CCc1c[nH]c2ccccc12)c1ccccc1 (centres undefined)	6	-11	-3	i	-8	-14	-1	19	-8	0
COc1ccc(C(=O)NCCNc2ccc([N+](=O)[O-])cc2)cc1	1	-1	1	i	-24	2	4	-46	20	-3
O=C(CNC(=O)N1CC(=O)Nc2ccccc21)Nc1ccccc1	7	4	0	i	-45	-2	5	24	-5	1
CN(Cc1c(F)cccc1Cl)C(=O)CNC(=O)c1ccc2c(c1)OCO2	3	-5	3	i	x	x	0	23	-19	x
COc1ccc(/C=C/c2nnc(NC(C)=O)s2)cc1	30	57*	0	i	-147	0	-3	21	-117	-3
COc1ccc(/C=C(/NC(=O)c2ccc(OC)cc2)C(=O)NCCc2c[nH]c3ccccc23)cc1	0	1	4	i	-24	1	-1	5	-1	2
O=C(CCNS(=O)(=O)c1cccc2nsnc12)N1CC(=O)N(CCc2ccccc2)C(=O)C1	0	6	2	i	-7	2	-1	-5	-21	5
Cc1ccc(C2=NN(C(=O)CCCC(=O)O)C(c3ccc4c(c3)OCO4)C2)cc1 (centres undefined)	-1	9	0	i	-39	12	-4	20	6	2
CCN(CC)CCCNc1oc(-c2cccc(Cl)c2)nc1C#N	-3	-8	-5	i	-7	-6	2	6	-17	2
O=C1c2ccccc2C(Nc2ccc(S(=O)(=O)N3CCOCC3)cc2)N1c1ccccn1 (centres undefined)	-4	-2	-3	i	-13	4	-1	23	-16	-1
Cn1c(N)c(S(=O)(=O)N2CCN(c3ccccc3Cl)CC2)c(=O)n(C)c1=O	-7	-3	-2	i	-13	-4	-1	17	7	-6
Cc1ccc(OCC(=O)N/N=C/c2cn[nH]c2-c2ccc(Cl)c(Cl)c2)cc1	6	-1	-1	i	-3	-3	0	17	3	-2
CCOC(=O)CNC(=O)CSc1nnc(NC(=O)c2ccc3c(c2)OCO3)s1	3	-13	0	i	-50	9	-2	13	0	4
COC(=O)C1(C)CC1(c1ccccc1)c1ccccc1 (centres undefined)	-4	-7	0	i	-33	-7	10	8	13	2
CC(=O)N1[C@H](Cc2ccccc2)C=C[C@]1(C)C(=O)NCc1ccc(C)o1	-2	6	0	i	-9	-1	0	22	-23	-3
CCOC(=O)c1cnn(-c2ccccc2)c1-n1cccc1C(=O)C(=O)Nc1ccc(F)cc1	-1	-12	1	i	-15	5	-1	13	1	2
Cc1cccc(CSc2ncnc3nc[nH]c23)c1	-6	-8	2	i	-9	0	0	26	-28	-4
O=[N+]([O-])c1cccc(-c2nnc(C34CC5CC(CC(C5)C3)C4)o2)c1	-3	8	4	i	-3	-2	3	14	-7	2
O=C(Cc1ccccc1)c1c[nH]c(C(=O)NC2CCCC2)c1	5	2	2	i	-4	13	-1	35	23	-4
CN(C)/C=N/c1nc2nccc(-c3ccccc3)n2n1	2	10	-1	i	-38	-5	-2	-14	12	1
Cc1ccc2nc(-c3cc(-c4ccccc4)no3)cn2c1	2	9	-4	i	-92	3	-2	2	86*	25*
S=C(NCCc1ccccc1)Nc1c(Cl)cccc1Cl	5	11	0	i	-35	-1	-1	1	-30	-1
Cc1nc(N)ncc1-c1ccc2c(c1)OCO2	-9	-7	-6	i	-34	4	1	5	15	-1
Cc1cccc(N2CCN(C(=O)CSc3ccsc3[N+](=O)[O-])CC2C)c1 (centres undefined)	-3	20	3	i	-23	4	2	36	7	4
CC(=O)Oc1ccc(C(=O)N2c3ccccc3NC(=O)C2C)cc1 (centres undefined)	6	12	-1	i	-35	0	-3	10	1	0
CC1(C)CC(NCc2ccccc2)CCO1 (centres undefined)	0	-2	4	i	-19	-3	-3	7	-1	-7
Nc1nc(N)c2c(n1)CCCC2	-3	-10	9	i	-10	4	2	25	-13	6
CCc1ccc(N2CC34C=CC(O3)C(C(=O)OC)C4C2=O)cc1 (centres undefined)	2	5	1	i	-13	1	1	28	-10	1

# Carrying on:
mol	HSF1 inhib	HSF-1 act	GSK3beta inhib	PolyA inh	KLF5 inh	IEC-6 cytotox	GSK3 alpha inh	AI-2 QS mod	aSyn 5UTR inh	HSP90 refold inh
Cc1ccc(-c2nn(CC(=O)Nc3ccc4c(c3)nc3n4CCOC3)c(=O)c3ccccc23)cc1	-3	11	0	i	-1	-1	4	5	-6	3
Cc1ccc(NC(=O)CCC(=O)n2nc(C)cc2C)c(C)c1	-6	-7	4	i	-9	2	0	16	4	3
Cn1c(-c2ccccc2)c(C(=O)CC#N)c2ccccc21	1	-12	-6	i	-30	1	5	16	13	1
CCN(C(=O)COC(=O)c1nc2nc(C)cc(C)n2n1)C1CCCCC1	-3	2	-1	i	x	x	-2	12	0	x
CCC1C/C(=C/c2ccco2)C(=O)/C(=C/c2ccco2)C1 (centres undefined)	x	x	x	x	-8	-7	-5	x	x	2
COc1cc(/C=C(\C#N)C(=O)NCC2CCCO2)ccc1OCC(=O)O (centres undefined)	1	-17	2	i	-11	-2	-1	17	8	0
CCC(C)(C)NC(=O)C(c1ccc(C)cc1)N(Cc1cccs1)C(=O)c1ccc2c(c1)OCCO2 (centres undefined)	22	55*	1	i	-16	-1	-1	32	11	-1
COc1ccccc1CNC(=O)C1CC2Cn3c(nc4ccccc43)C2N1C (centres undefined)	-4	-6	24	i	x	x	-1	15	17	x
COc1ccc(N2CCN(C(=O)c3ccc4c(c3)NC(=O)C(CSCc3cccc(F)c3)N4)CC2)cc1 (centres undefined)	-3	3	2	i	12	-3	-2	20	-48	4
O=C(CN1CCOCC1)N/N=C/C(Br)=C\c1ccccc1	11	31	1	i	-56	4	-8	11	-76	0
COC(=O)CNC(=O)c1c(-c2ccccc2Cl)noc1C	-7	-2	5	i	1	0	0	17	-16	2
CC(=O)N1c2ccccc2Oc2cc3ccccc3cc21	15	18	3	x	-47	1	-2	27	-61	21*
COc1ccccc1NC(=O)CCCC(=O)OCC(F)(F)C(F)F	-18	-29	3	i	15	-11	-4	29	10	-1
COCCCNC(=O)COc1ccc(S(=O)(=O)Nc2ccccc2)cc1	4	-3	1	i	-9	2	-1	34	0	7
O=C(NC1C2CCCC1CN(C1CC1)C2)c1ccc(Cl)cc1 (centres undefined)	-2	-1	-2	i	-26	-2	-2	21	14	0
COc1cccc(CNC(=O)CCC(=O)N2CC(C)Oc3ccccc32)c1OC (centres undefined)	5	-3	-1	i	-15	2	-5	10	19	-2
COc1cc(NC(=O)c2ccc(Cl)cc2)c(Cl)cc1NC(=O)c1cccnc1	1	4	1	i	-20	-2	1	14	29	45*
O=C(Cn1c(=O)oc2cc(S(=O)(=O)N3CCCC3)ccc21)N1CCc2ccccc2C1	8	7	0	i	-7	2	-3	6	11	-1
CCc1c(C(=O)NNC(=S)NCc2ccccc2)csc1C	2	6	3	i	-30	-8	-1	19	7	-1
COc1ccc(C(=O)C(OC(=O)c2ccccc2Cl)c2ccccc2)cc1 (centres undefined)	8	4	0	i	-71	-10	0	25	-104	-7
Cc1cc2c(cc1C)C(c1cccc(F)c1)CC(=O)N2 (centres undefined)	-2	15	-2	i	-35	5	-1	2	23	-4
COc1cc(CNc2ccc(C(=O)O)cc2)cc(Br)c1OCC(=O)NC(C)(C)C	2	-3	0	i	9	-1	2	6	33	-3
O=C(Nc1nc(-c2cc(Cl)sc2Cl)cs1)c1ccccc1	11	36	0	i	-35	6	1	4	-85	6
CC(C)NC(=O)NC(=O)COC(=O)c1ccc(S(=O)(=O)Nc2ccccc2)cc1	9	10	2	i	-2	-3	-1	14	-1	0
O=C(O)c1ccccc1/C=N/NC(=O)c1cc(-c2ccco2)nc2ccccc12	-5	-9	-1	i	-28	-5	-1	61	-1	11
COC(=O)c1cc2occc2n1CC(=O)Nc1cc(OC)cc(OC)c1	2	-12	1	i	-13	-2	-2	3	15	-3
Cc1cccc(C)c1NC(=O)CN(C)C(=O)C(c1ccccc1)c1ccccc1	3	8	3	i	-45	-1	x	23	19	-2
COc1ccc(-n2c(SC3CCOC3=O)nc3ccccc32)cc1 (centres undefined)	-1	-11	-2	i	-17	-4	-1	22	16	3
CC(=O)c1c2c3c(c(Br)ccc3n(C)c1=O)C(=O)c1ccccc1-2	19	31	0	i	-19	44*	3	10	-17	-1
CC(=O)N1CCN(c2ccc(NC(=O)c3ccc(Cl)c([N+](=O)[O-])c3)cc2)CC1	6	5	0	i	-5	0	-1	17	-70	2

# Further compounds.
mol	HSF1 inhib	HSF-1 act	GSK3beta inhib	PolyA inh	KLF5 inh	IEC-6 cytotox	GSK3 alpha inh	AI-2 QS mod	aSyn 5UTR inh	HSP90 refold inh
Cn1c(C(=O)N2CCN(c3nc4ccccc4s3)CC2)cc2sccc21	-5	3	-3	i	5	2	4	24	30	0
COc1cccc(C(=O)Cn2c(N3CCOCC3)nc3c2c(=O)n(C)c(=O)n3C)c1	1	15	6	i	-10	1	-6	28	0	2
Cc1c(CN(C)C(=O)c2nn(C)cc2[N+](=O)[O-])cnn1C	-4	-11	1	i	4	-10	-2	25	16	-4
C=CCn1c(SCc2c(C)noc2C)nc2sc3c(c2c1=O)CCC(C)C3 (centres undefined)	-3	23	0	i	46	0	1	15	-8	0
Cc1nc(SCC(=O)Nc2cccc(C(=O)O)c2)n[nH]1	-3	4	6	i	-3	-3	0	15	-2	-4
Cc1oc2ccc(O)c(CN(C)C)c2c1C(=O)c1ccccc1	11	17	2	i	-82	6	9	41	-14	12
CCCS(=O)(=O)N1CCCC(C(=O)NCCN2CCC(Cc3ccccc3)CC2)C1 (centres undefined)	-7	4	4	i	-17	2	3	24	-8	2
CC(/C=C1\SC(=S)N(NC(=O)c2ccc(O)cc2)C1=O)=C\c1ccccc1	8	6	-3	i	-1	-3	-2	19	3	-6
CCOc1ccc(CCNC(=O)c2cccc(S(=O)(=O)N3CCCC3)c2)cc1OCC	2	-4	-1	i	x	x	0	7	6	x
CCC1=NN2C(=N)/C(=C\c3ccc(OCCOc4ccc(NC(C)=O)cc4)c(OC)c3)C(=O)N=C2S1	0	35	-2	i	-12	4	-1	13	9	2
COCCn1c(SCC(N)=O)nc2c(c1=O)SC(C)C2 (centres undefined)	-5	1	-1	i	-10	6	-3	22	-21	4

# Screening results: PubChem BioAssay, several laboratories
